# EBV LMP1 NFkB = EBV LMP1-driven NF-kappaB luciferase reporter inhibitors, primary screen, cell-based, luminescence, single point | LMP1-induced NF-kappaB luciferase reporter cells | inhibition, % at 12.5 µM | 350,000 compounds, 0.69% hits; in the data active = inhibition above about 41%;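 also: 0% = neutral control wells and 100% = reference inhibitor control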
# TROY signal inh = inhibitors of TROY-driven NF-kB signaling, primary screen, Q293 LMP1-TROYcd cells, NF-kB luciferase, uHTS | 360,000 compounds, 0.98% hits | AID 1347056, 2019 | inhibition, % at 10 µM | Q293 LMP1-TROYcd NF-kB luciferase reporter, 4 h;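 active = compounds whose plate-normalised and pattern-corrected inhibition of the luciferase reporter signal at the single screening dose is 50% or more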
# C8 TRAIL sens = viability loss with TRAIL in NB7+C8 cells, primary screen, TRAIL sensitizer project, cell-based, ATPlite luminescence; inhibition (viability loss, TRAIL sensitization), % at 10 µM; 360,000 compounds, 1% hits; AID 624354, 2012;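 active = compounds causing at least 50% loss of cell viability in the single-dose screen, relative to plate controls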
# NCOA3 inh = SRC3 coactivator transcriptional activity inhibitors, primary screen, cell-based, luminescence. Nuclear receptor coactivator 3 (Homo sapiens), Q9Y6Q9. HEK293 GAL4-SRC3 luciferase reporter. inhibition, % at 3.6 µM. 360,000 compounds, 0.17% hits. AID 588352, 2011;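 active = inhibition above a per-campaign cutoff, the mean of all compounds plus 3 SD, cut at about 60% in these data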;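 also: 0% = DMSO-treated cells and 100% = gossypol-treated cells at 36 µM; higher means less SRC3-driven luciferase light from the GAL4 reporter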
# SRC1 inh = SRC1 coactivator transcriptional activity inhibitors, primary screen, cell-based, luminescence | HEK293 GAL4-SRC1 luciferase reporter | AID 588354, 2011 | 360,000 compounds, 0.12% hits | inhibition, % at 3.6 µM;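 active = inhibition above the campaign mean plus 3 SD, with each screening campaign given its own cutoff, cut at about 60% in these data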;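 also: 0% = DMSO treated cells and 100% = gossypol at 36 µM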
# Shn3 inh set2 = reduction of Shn3 3'UTR firefly luciferase signal, primary screen, Schnurri-3 inhibitor project, cell-based, Clone20 osteoblasts, set 2. Clone20 osteoblast Shn3 3'UTR firefly luciferase, 24 h. inhibition, % at 12.5 µM. 360,000 compounds, 0.52% hits. AID 588674, 2011;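 active = mean inhibition of at least 75% with every replicate also reaching 75%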;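 also: 0% = median of neutral control wells and 100% = pilot-screen positive control compound; some compounds past the cut are filed as inactive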
# TWEAK Fn14 block = inhibitors of TWEAK-Fn14 signaling, primary screen, luciferase reporter cells, uHTS; inhibition, % at 10 µM; TWEAK-stimulated Fn14 reporter cells, luciferase luminescence, 8 h; AID 1159606, 2016; 360,000 compounds, 2% hits; in the data active = inhibition above about 50%
# CF NFkB inh = inhibitors of PAF-induced NF-kB signaling, primary screen, cell-based, GFP fluorescence, uHTS | 360,000 compounds, 0.86% hits | inhibition, % at 5 µM | KKLEB NF-kB-GFP reporter, GFP fluorescence overnight | AID 588850, 2011;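 active = at least 50% inhibition at 5 µM, scaled per plate between neutral and stimulator controls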;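 also: PAF is a Pseudomonas aeruginosa culture filtrate used as stimulus; plate controls were PAF-stimulated DMSO wells for no effect and unstimulated DMSO wells for full effect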
# KKLEB tox = cytotoxicity in KKLEB CF airway cells, primary screen, cytotoxicity control for CF NF-kB inhibitor project, cell-based, uHTS, fluorescence assay plates; KKLEB CF airway cells viability, ATPlite luminescence, overnight; stronger effect = lower value; cells stimulated with P. aeruginosa culture filtrate; activity change (cytotoxicity), % at 5 µM; 360,000 compounds, 0.36% hits; AID 602141, 2011;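 active = corrected activity change at or below -50% at 5 µM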
# NR5A2 inv ag = LRH-1 (NR5A2) inverse agonists, primary screen, cell-based, luminescence, HEK293T, StAR-luciferase reporter | AID 602396, 2012 | inhibition, % at 3.6 µM | Nuclear receptor subfamily 5 group A member 2 (Homo sapiens), O00482 | LRH-1 transfected, 24 h | 360,000 compounds, 0.13% hits;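 active = inhibition above the mean inhibition of all tested compounds plus 3 SD, cut at about 73% in these data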;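 also: 0% = DMSO wells and 100% = reporter-only cells lacking LRH-1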
# Target sequence (O00482 whole entry, looked up): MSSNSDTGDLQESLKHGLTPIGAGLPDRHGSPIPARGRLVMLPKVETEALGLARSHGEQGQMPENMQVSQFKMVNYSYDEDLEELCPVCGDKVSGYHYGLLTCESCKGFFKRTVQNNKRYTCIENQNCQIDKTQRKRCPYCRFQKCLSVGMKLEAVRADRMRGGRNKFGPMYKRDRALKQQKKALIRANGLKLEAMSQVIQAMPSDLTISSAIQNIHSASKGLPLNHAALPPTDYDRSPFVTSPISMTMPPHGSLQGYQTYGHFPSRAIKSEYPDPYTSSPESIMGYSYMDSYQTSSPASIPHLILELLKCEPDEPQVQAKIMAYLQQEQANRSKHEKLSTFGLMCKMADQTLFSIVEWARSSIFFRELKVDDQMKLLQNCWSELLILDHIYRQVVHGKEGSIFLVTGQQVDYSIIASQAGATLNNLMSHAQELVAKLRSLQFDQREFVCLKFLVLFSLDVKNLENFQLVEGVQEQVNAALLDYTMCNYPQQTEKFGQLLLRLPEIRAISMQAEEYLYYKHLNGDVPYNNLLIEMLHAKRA
# NR2F2 inh = NR2F2 transcriptional activity inhibitors, primary screen, cell-based, luciferase reporter, HEK293T, luminescence; COUP transcription factor 2 (Homo sapiens), P24468; HEK293T NGFI-A luciferase reporter; inhibition, % at 8.6 µM; 370,000 compounds, 0.7% hits; AID 686940, 2013;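 active = inhibition above a per-plate cutoff, mean inhibition of test wells between control levels plus 3 SD, cut at about 38% in these data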;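 also: cells cotransfected with COUP-TFII expression vector driving the NGFI-A reporter; 0% = median of COUP-TF2 test wells and 100% = reporter-only cells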
# Target sequence (P24468 whole entry, looked up): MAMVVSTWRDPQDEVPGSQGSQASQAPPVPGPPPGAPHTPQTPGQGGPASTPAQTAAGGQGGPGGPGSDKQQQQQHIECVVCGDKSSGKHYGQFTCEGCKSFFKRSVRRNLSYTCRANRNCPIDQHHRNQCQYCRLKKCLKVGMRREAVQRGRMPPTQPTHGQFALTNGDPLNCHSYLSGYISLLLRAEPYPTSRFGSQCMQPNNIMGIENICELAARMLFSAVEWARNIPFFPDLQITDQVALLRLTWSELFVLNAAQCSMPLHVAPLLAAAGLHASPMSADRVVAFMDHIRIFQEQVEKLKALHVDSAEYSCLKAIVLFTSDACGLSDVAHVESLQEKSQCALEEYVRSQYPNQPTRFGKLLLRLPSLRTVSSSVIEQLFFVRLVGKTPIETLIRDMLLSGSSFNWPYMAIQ
# Numbers without * were called inactive; / = no result given.
# The first 2 entries, ahead of the listing:
SMILES,EBV LMP1 NFkB,TROY signal inh,C8 TRAIL sens,NCOA3 inh,SRC1 inh,Shn3 inh set2,TWEAK Fn14 block,CF NFkB inh,KKLEB tox,NR5A2 inv ag,NR2F2 inh
CCOc1ccc(/C=N/NC(=O)c2nnn(-c3nonc3N)c2-c2ccc(OCC)cc2)cc1,-11,7,-4,18,5,-18,-13,-2,4,-8,1
O=C(O)c1cccc(S(=O)(=O)NCC2CCCO2)c1 (stereo not drawn),2,8,-37,-13,-17,6,-3,-18,6,12,10

# Main list, previewed entries included:
SMILES,EBV LMP1 NFkB,TROY signal inh,C8 TRAIL sens,NCOA3 inh,SRC1 inh,Shn3 inh set2,TWEAK Fn14 block,CF NFkB inh,KKLEB tox,NR5A2 inv ag,NR2F2 inh
CCOc1ccc(/C=N/NC(=O)c2nnn(-c3nonc3N)c2-c2ccc(OCC)cc2)cc1,-11,7,-4,18,5,-18,-13,-2,4,-8,1
O=C(O)c1cccc(S(=O)(=O)NCC2CCCO2)c1 (stereo not drawn),2,8,-37,-13,-17,6,-3,-18,6,12,10
CCOC(=O)c1cc(NC(=O)CC(C)(C)CC(=O)O)ccc1N1CCCCC1,-3,-5,1,17,4,-2,1,2,3,13,-10
COCCCNC(=O)C1=CCN(S(=O)(=O)c2ccc(OC)cc2)CC1,2,-10,5,-18,-2,-3,-9,-6,0,11,-21
Cc1c(C(=O)N(Cc2ccccc2)Cc2cccs2)cnn1-c1ccc(Cl)cc1,5,16,-7,10,11,/,-13,-3,1,26,-4
CC(C)NCC(O)c1ccc2ccccc2c1 (stereo not drawn),-1,4,-9,-6,11,-15,-2,6,7,-7,6
CN(CCNC(=O)c1cccc(N2CCCC2=O)c1)Cc1ccccc1,5,1,13,12,-24,1,-25,2,0,0,9
COc1cc(NS(=O)(=O)c2ccc(NC(=S)NC(=O)C3CCCC3)cc2)nc(OC)n1,3,7,11,6,-26,6,-18,-2,2,4,5
COCCNC(=O)CSc1ccccc1C(=O)O,-7,-18,-4,20,4,6,1,-10,4,-5,-10
CC(O)CC(=O)NOCc1ccccc1 (stereo not drawn),-7,-24,-2,4,-1,-5,3,-1,9,7,14
CC1(C)Cc2ccccc2C(CSc2ccccc2C(=O)O)=N1,-1,4,3,2,5,3,44,-19,6,11,2
O=C(COC(=O)c1ccccc1O)NCC1COc2ccccc2O1 (stereo not drawn),-6,1,1,-12,8,-9,-1,16,1,18,13
O=C(CSc1nnc(-c2cccs2)o1)c1cccs1,-25,-58,-17,-56,-47,-43,-18,-11,4,-44,-33
CN1CCN(C(=O)/C(=C/c2cn(C)c3ccccc23)NC(=O)c2ccccc2)CC1,4,-2,-17,-1,6,-7,-5,23,-12,1,-7
Cc1oc2c(CN(C)C)c(O)ccc2c(=O)c1-c1ccc2ccccc2n1,-6,5,-21,-5,-8,8,-7,-1,-3,-11,0
COc1ccc(N2C(=O)CSC2c2ccncc2)cc1 (stereo not drawn),4,4,16,19,9,1,-9,4,7,4,1
Cc1ccc(CNC(=O)C2CCCN(S(=O)(=O)N3CC(C)CC(C)C3)C2)cc1 (stereo not drawn),-5,7,-8,-2,-3,11,0,-19,-8,-9,3
COc1ccc(NC(=S)NCCCn2ccnc2)cc1,-2,-11,-18,4,2,11,5,-1,-12,0,-12
O=c1cc(N2CCc3ccccc32)[nH]c(=O)n1-c1ccc(Br)cc1,-9,-12,0,-10,-7,1,-9,-6,-5,-6,-9
Cc1ccc(Cn2c(C)c(C(=O)NCc3ccc4c(c3)OCO4)sc2=O)cc1,/,11,-2,-6,-29,7,-9,-9,3,15,22
CCN(CC)CCNC(=O)Cn1c(C)cc2ccccc2c1=O,1,5,-5,6,-1,-1,2,-6,-1,6,-12
NC1=NC(=Nc2cccc(S(N)(=O)=O)c2)c2ccccc21,-10,8,-5,11,-18,/,14,18,-8,6,-2
CCOc1ccc(NC(=S)N(CCOC)C2CCN(C(C)C)CC2)cc1,3,-1,2,-2,-10,-6,-2,15,-1,-19,-8
COC(=O)\C(C(C)=O)=C(/C=C/C=C/N(C)C)N(C)C,-3,9,42,20,-18,-6,1,-5,1,-13,9
COc1ccc(CCNC(=O)C2CCN(S(=O)(=O)c3cccc4nonc34)CC2)cc1OC,3,-10,-11,-3,-4,-7,13,3,4,4,19

# An excerpt from above in order of their number in NR5A2 inv ag, lowest first.
mol | EBV LMP1 NFkB | NCOA3 inh | SRC1 inh | Shn3 inh set2 | TWEAK Fn14 block | CF NFkB inh | NR5A2 inv ag | NR2F2 inh
O=C(CSc1nnc(-c2cccs2)o1)c1cccs1 | -25 | -56 | -47 | -43 | -18 | -11 | -44 | -33
Cc1ccc(Cn2c(C)c(C(=O)NCc3ccc4c(c3)OCO4)sc2=O)cc1 | / | -6 | -29 | 7 | -9 | -9 | 15 | 22
O=C(COC(=O)c1ccccc1O)NCC1COc2ccccc2O1 (stereo not drawn) | -6 | -12 | 8 | -9 | -1 | 16 | 18 | 13

# Arranged by length of the SMILES (lowest first): four of the compounds above
SMILES,EBV LMP1 NFkB,TROY signal inh,C8 TRAIL sens,NCOA3 inh,SRC1 inh,Shn3 inh set2,TWEAK Fn14 block,CF NFkB inh,KKLEB tox,NR5A2 inv ag,NR2F2 inh
COCCNC(=O)CSc1ccccc1C(=O)O,-7,-18,-4,20,4,6,1,-10,4,-5,-10
COc1ccc(NC(=S)NCCCn2ccnc2)cc1,-2,-11,-18,4,2,11,5,-1,-12,0,-12
CC1(C)Cc2ccccc2C(CSc2ccccc2C(=O)O)=N1,-1,4,3,2,5,3,44,-19,6,11,2
CN(CCNC(=O)c1cccc(N2CCCC2=O)c1)Cc1ccccc1,5,1,13,12,-24,1,-25,2,0,0,9

# The list continues:
SMILES,EBV LMP1 NFkB,TROY signal inh,C8 TRAIL sens,NCOA3 inh,SRC1 inh,Shn3 inh set2,TWEAK Fn14 block,CF NFkB inh,KKLEB tox,NR5A2 inv ag,NR2F2 inh
Cc1cc(C)n(CCNC(=O)C2CCC(=O)N(Cc3ccc(Cl)cc3)C2)n1 (stereo not drawn),-2,-9,-1,9,-66,-8,3,25,-9,-2,-6
Cn1nc(CSc2ccccc2)c(C=O)c1Cl,-4,-34,-4,-22,-41,-6,-8,4,11,-28,-16
CN(C(=O)CSc1ccncc1)C1CCCN(Cc2ccccc2F)C1 (stereo not drawn),-8,-2,9,11,6,3,-14,-4,1,-16,-2
c1cc2c3c(cccc3c1)NC1(CCC3(CC1)Nc1cccc4cccc(c14)N3)N2,0,2,18,-5,-20,-17,27,-28,0,-6,18
COc1ccc(CC2(CO)CCN(Cc3ccncc3)CC2)cc1,0,-1,6,2,-17,15,-10,-9,11,-8,18
COc1ccc(NC(=O)c2ccc(=O)oc2)cc1,-4,24,0,12,-15,-11,9,-2,2,-24,-1
O=C(NCc1nnnn1-c1ccc(Cl)cc1)c1ccc2c(c1)OCO2,-9,-5,-18,4,-11,-3,22,-28,7,-11,9
COc1ccc(N=C2C(=Nc3ccc(OC)cc3)N(c3ccc(OC)cc3)C(=S)N2c2ccccc2)cc1,-47,-70,5,-39,-49,13,-19,-1,-1,-82,-52
CC1CCCC(C)N1C(=O)COc1ccccc1F (stereo not drawn),2,6,1,19,-2,-4,5,-1,-6,7,-1
CN1CCN(NC(=O)c2cccc(Br)c2)CC1,0,-6,-10,1,8,-19,30,-14,6,-1,-25
Cc1ccc(S(=O)(=O)N2CCN(C(=O)c3ccnn3C)CC2)cc1C,1,8,-22,14,9,-10,14,-3,3,-6,/
O=[N+]([O-])c1ccc2c(c1)nnn2-c1ccccc1,5,-14,0,-5,-34,-7,-6,-5,-2,14,-10
Nc1c(N(Cc2ccco2)C(=O)COc2ccccc2)c(=O)[nH]c(=O)n1Cc1ccccc1,-5,2,2,17,-7,-22,10,12,-3,1,-12
CSCCC(NC(=O)c1occc1C)C(=O)O (stereo not drawn),1,9,1,5,-5,-6,-4,-3,-1,0,6
CS(=O)(=O)Nc1ccc(C2=NN(S(C)(=O)=O)C(c3ccc4nccnc4c3)C2)cc1 (stereo not drawn),-7,13,1,11,-15,0,12,13,-8,-9,6
C[C@@H]1COC(=O)[C@H](CC(=O)OC(C)(C)C)C/C=C\C[C@H](CC(=O)N(CCO)Cc2ccccc2)C(=O)N1,1,-30,-9,13,14,-16,-9,-23,9,17,2
CCc1cccc(OCCCN2C(=O)NC(C)(C)C2=O)c1,-8,-5,-6,16,13,-16,6,-26,6,-13,1
Cc1cc(C2=NNC(=NC3CC3)SC2)c(C)n1-c1c(C)n(C)n(-c2ccccc2)c1=O,0,-5,-8,12,10,-28,9,-11,-1,-24,-8
CCOC(=O)N=S(=O)(Oc1ccc([N+](=O)[O-])cc1)c1ccc(Cl)cc1 (stereo not drawn),4,-9,-9,6,-12,-2,8,0,1,9,1
CCC(CC)c1nnc(NC(=O)CS(=O)(=O)c2ccccc2)s1,-2,17,-2,-3,-50,8,0,21,5,-7,2
COc1ccc(/C=N/n2c(-c3n[nH]c4c3CCC4)n[nH]c2=S)cc1,9,-15,2,18,17,-1,12,-5,-2,3,7
Cc1noc(C)c1CSCC(=O)OCC(=O)Nc1sccc1C#N,7,0,-1,-3,-6,-23,-8,7,0,-9,-10
O=C(O)CC1SC(=O)N(Cc2ccccc2)C1=O (stereo not drawn),-4,-16,8,8,-9,10,-13,-14,7,22,9
COc1cccc(N2C(=O)CC(N3CCC(c4nc5ccccc5[nH]4)CC3)C2=O)c1 (stereo not drawn),10,-10,15,4,-1,-69,8,14,4,-10,7
CC(=O)N1CCN(C(=O)COC(=O)COc2ccc(C#N)cc2)CC1,-3,-9,-2,-9,0,-4,-6,-7,8,-19,-12
Cn1c(=O)c2c(nc(CN3CCC(C(N)=O)CC3)n2Cc2c(Cl)cccc2Cl)n(C)c1=O,-9,-5,5,1,2,-10,6,7,-10,6,8

# Screens: PubChem BioAssay, several laboratories

# Only part of the results is shown; the hit share may differ from the screen's.
